PLK1 PBD block = PLK1 (human) polo-box domain binding inhibition | Potency, µM, for inactives: max response, negative = inhibition, most hits filed as inhibitors | AID 720504 | Plk1 PBD binding of FITC phosphopeptide, fluorescence polarization | actives 2.8% (n = 360,000); also: potency is read from the fitted curve at half-maximal effect; series mostly up to about 57 µM; % is scaled to controls: 0 for no effect and ±100 for the full control effect; nearly all actives have a fitted effect of over 65% in size
EPAC1 antag = blocks human EPAC1 exchange factor; O95398; EPAC1 GEF assay, Rap1b-BODIPY-GDP exchange fluorescence; Potency, µM (top dose mostly 115 µM), without a hit: at the top dose activity change, negative = inhibition, most hits filed as inhibitors; actives 0.14% (n = 360,000); AID 720709;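 also: potency is read from the fitted curve at half-maximal effect; plate controls were vehicle for no effect and positive control for full effect; nearly all actives have a fitted effect of over 50% in size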
Target sequence (O95398 whole entry, looked up): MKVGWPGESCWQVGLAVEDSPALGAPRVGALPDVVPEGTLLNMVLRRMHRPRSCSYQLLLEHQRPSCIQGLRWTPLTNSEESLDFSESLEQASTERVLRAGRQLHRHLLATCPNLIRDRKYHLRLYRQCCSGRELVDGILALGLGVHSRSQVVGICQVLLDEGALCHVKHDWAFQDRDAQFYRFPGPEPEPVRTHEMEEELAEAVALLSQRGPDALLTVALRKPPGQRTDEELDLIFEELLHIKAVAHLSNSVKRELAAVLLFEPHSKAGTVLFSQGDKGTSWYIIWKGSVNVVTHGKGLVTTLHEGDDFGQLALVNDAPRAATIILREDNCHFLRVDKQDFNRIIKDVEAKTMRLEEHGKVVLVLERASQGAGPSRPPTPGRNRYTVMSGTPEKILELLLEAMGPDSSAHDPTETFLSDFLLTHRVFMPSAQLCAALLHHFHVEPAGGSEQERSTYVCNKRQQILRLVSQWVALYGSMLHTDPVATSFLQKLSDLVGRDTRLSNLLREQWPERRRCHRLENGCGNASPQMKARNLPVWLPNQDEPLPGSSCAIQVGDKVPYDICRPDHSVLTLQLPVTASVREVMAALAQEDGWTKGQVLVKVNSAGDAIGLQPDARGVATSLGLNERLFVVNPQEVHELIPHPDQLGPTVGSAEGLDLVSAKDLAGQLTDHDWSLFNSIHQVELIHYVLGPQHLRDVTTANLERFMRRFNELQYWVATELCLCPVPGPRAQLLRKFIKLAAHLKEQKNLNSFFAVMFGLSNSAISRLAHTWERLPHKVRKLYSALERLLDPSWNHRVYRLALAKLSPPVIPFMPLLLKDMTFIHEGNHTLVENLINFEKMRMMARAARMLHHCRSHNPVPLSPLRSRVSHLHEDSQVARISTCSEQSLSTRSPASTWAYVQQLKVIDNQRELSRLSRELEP
EPAC1 ag = EPAC1 (human) agonism; O95398; EPAC1 agonist qHTS, biochemical assay; response scale: 100% = response to 6.5 mM cAMP; Potency, µM (top dose mostly 154 µM), for the others: top-dose activation, hits mostly activators; actives 0.073% (n = 360,000); also: potency is read from the fitted curve at half-maximal effect; nearly all actives have a fitted effect of over 60% in size
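Fluorescent GDP-exchange assay: 100 nM EPAC1 with 250 nM Rap1B preloaded with BODIPY-GDP and 50 uM GDP; compounds tested as concentration series, 5 min at room temperature, then read every 5 min for 30 min (ex 480/em 540 nm); normalized to 6.5 mM cAMP.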
PI5P4Ka inh = blocks human PI5P4K alpha kinase activity; P48426; PI5P4Kalpha enzyme, ADP-Glo luminescence, 60 min; hits give low values; max response, %; actives 1.2% (n = 330,000); AID 652105; active = max response of -50% or lower; inconclusive = between -30% and -50%; inactive = -30% or higher; also: value at the top dose of about 77 µM; % is scaled to controls: 0 for no effect and ±100 for the full control effect
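Reactions run in 0.038 M HEPES pH 7.4, 0.28 mM EGTA, 0.1% CHAPS and 5% DMSO, with PI5P4Kalpha, substrate, compound and 5 microM ATP final, one hour at room temperature. Readout is ADP-Glo luminescence.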
IL-2 act = IL-2 activation | activation, % (series mostly up to about 46 µM) | actives 0.065% (n = 360,000) | IL-2 activation reporter assay, cell-based qHTS; stimulated with anti-CD3/CD4/CD28 beads; in transgenic mouse T cells; in the data active = activation above about 50%; inconclusive = mostly about 30% to 49%; also: 0% is about no effect
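Using fluorescent plate cytometry, EGFP and DsRed are detected in transgenic mouse T cells stimulated 18 h at 37 degrees C with antibody-coated beads after 60 min compound pretreatment.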
Abeta yeast res = restores growth of yeast expressing A-beta42 peptide. AID 1347071. Potency, µM (series often up to 46.1 µM), without a hit: top-dose growth rescue, hits mostly activators. actives 0.063% (n = 410,000). yeast expressing A-beta42, growth rescue, OD600, 48 h; response scale: 0% DMSO, 100% iron-clioquinol control; also: potency is read from the fitted curve at half-maximal effect; nearly all actives have a fitted effect of over 55% in size
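Yeast A-beta toxicity model in growth medium with pinned compounds, 48 h at 30 C; growth read as absorbance at 600 nm. Normalized to FeCl3/clioquinol equimolar mix (positive) and DMSO (negative).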
aSyn rescue = rescues yeast growth from alpha-synuclein toxicity; Yeast expressing alpha-synuclein, growth rescue, BacTiter-Glo, 24 h; Potency, µM (top dose mostly 46.1 µM), without a hit: at the top dose growth rescue (activation), most hits filed as activators; actives 0.14% (n = 370,000); also: potency is read from the fitted curve at half-maximal effect; % of control where 0% means no effect; nearly all actives have a fitted effect of over 65% in size
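Rescue of yeast growth: cells expressing toxic alpha-synuclein, induced in galactose at OD600 0.02, incubated with compound 24 h at 30 C. ATP luminescence quantified growth; inhibitors of toxicity appear as activators.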
WRN inhibitor = inhibitors of human WRN helicase; Q14191; WRN helicase unwinding, fluorescent forked duplex, kinetic; Potency, µM (series often up to 114 µM), for the others: at the highest dose activity change, negative = inhibition, actives largely listed as inhibitors; actives 0.46% (n = 360,000); AID 651768; also: potency is read from the fitted curve at half-maximal effect; % is scaled to controls: 0 for no effect and ±100 for the full control effect; nearly all actives have a fitted effect of over 55% in size
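Kinetic red-fluorescence monitoring (525/598 nm) tracks WRN helicase activity after 100 nM fluorophore-quencher forked duplex and 2 mM ATP are added to 20 nM enzyme pretreated 15 min at room temperature with compound.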
FUS yeast rescue = FUS proteinopathy suppression in yeast; S. cerevisiae FUS-expressing, growth rescue, OD600, 24 h; Potency, µM (top dose mostly 76.6 µM), without a hit: top-dose growth rescue (activation), usual class: activators; actives 0.24% (n = 390,000);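 also: potency is read from the fitted curve at half-maximal effect; plate controls were DMSO vehicle for no effect and reference control for full effect; nearly all actives have a fitted effect of over 55% in size; some results filed as inactive show a strong effect at the top dose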
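Toxicity suppression screen in FUS-yeast. Cells induced with 2% galactose, starting OD 0.005, treated 24hr at 30C with compounds at multiple final concentrations; growth by OD600.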
An asterisk follows results filed as active; ? = inconclusive; nt = no result given; & = joins results of further samples; [ ] = another dose, or the depositor's remark. Unless noted, calls follow the shape of the dose curve; as a rule, active = well fitted curve in the direction sought with a large enough effect; inconclusive = small, poorly fitted or top-dose-only effect, or another doubt; inactive = no such curve, though single readings can be large; an effect the other way counts as inactive or inconclusive.

The line under a structure holds: PLK1 PBD block	EPAC1 antag	EPAC1 ag	PI5P4Ka inh	IL-2 act	Abeta yeast res	aSyn rescue	WRN inhibitor	FUS yeast rescue
Cc1[nH]c(=O)[nH]c(=O)c1S(=O)(=O)N1CCCC(C(=O)N2CCC(Cc3ccccc3)CC2)C1 (configuration not stated)
    0%	1%	-1%	4	-1.7	-16%	0%	-7%	25%
C#CCOCCOCCOCCNc1nc(N2CCN(C(=O)[C@H](CCCCN)n3cc([C@@H](N)C(C)CC)nn3)CC2)nc(N2CCN(C(=O)[C@H](Cc3cc4ccccc4[nH]3)n3cc([C@@H](N)C(C)CC)nn3)CC2)n1 (some centres not stated)
    -2%	-8%	-8%	-57*	1.6	8%	2%	?	25%
COc1cc(C(O)c2nc(-c3cccc(C(=O)O)c3)cs2)ccc1F (configuration not stated)
    3%	-19%	-4%	1	1.8	-46%	-5%	-1%	-14%
CCN(CC)CCOC(=O)C1(c2ccc(OC)c(OC)c2)CCCC1
    3%	7%	-8%	nt	-2.4	-6%	-17%	-8%	28%
CCN(CC)C(=O)CN(c1ccc(C)cc1)S(=O)(=O)c1ccc(SC)cc1
    -5%	-2%	0%	nt	-2.1	15%	22%	6%	36%
Cc1cc([N+](=O)[O-])nn1CCCC(=O)NCc1ccccc1
    -12%	-23%	1%	-5	-3.7	1%	-15%	4%	nt
CCN1C(=O)CC(N2CCC(C(=O)N3CCOCC3)CC2)C1=O (configuration not stated)
    -4%	7%	8%	4	-0.1	14%	3%	11%	-6%
Cc1ccc(NC(=O)C2C3C=CC(O3)C2C(=O)O)c(C)c1 (configuration not stated)
    -18%	7%	2%	0	0.7	-30%	-62%[inhibitor]	-3%	-14%
Cc1ccc(C(=O)NNC(=O)c2ccc3c(c2)OCCO3)cc1
    -2%	6%	17%	-3	-0.4	-5%	1%	-8%	-13%
COc1ccccc1N1CCN(S(=O)(=O)CCNC(=O)c2cc(=O)c3ccccc3o2)CC1
    -10%	0%	-5%	1	-1.6	12%&-7%	-4%	-1%	27%&5%
CCC(C)c1ccccc1NC(=O)c1cc(C)no1 (configuration not stated)
    -15%	-18%	2%	6	0.0	15%	-4%	6%	11%
O=C(NCCCC(=O)N1CCOCC1)c1cccnc1
    -4%	-1%	3%	-6	0.4	-11%	-11%	-22%	-19%
Cc1cccc(C(=O)Oc2ccc(/C=N/NC(=O)Cc3ccc([N+](=O)[O-])cc3)cc2)c1
    -5%	-30%	5%	7	-3.8	-4%	0%	-1%	16%
O=C(NNS(=O)(=O)c1ccccc1)Nc1ccc(F)cc1
    -3%	14%	-8%	6	-0.9	3%	-1%	-2%	-2%
O=C1CC(C(=O)Nc2ccc(O)c(C(=O)O)c2)C(c2ccccc2)O1 (configuration not stated)
    -10%	-1%	-3%	nt	-0.2	1%	-1%	-15%[57.1 µM]	11%

Next section
The line under a structure holds: PLK1 PBD block	EPAC1 antag	EPAC1 ag	PI5P4Ka inh	IL-2 act	Abeta yeast res	aSyn rescue	WRN inhibitor	FUS yeast rescue
CCS(=O)(=O)c1ccc(O)c(NC(=O)COc2ccc(C)cc2)c1
    0%	26%	5%	-5	3.5	-5%	0%	-11%[57.1 µM]	18%
CCOC(=O)N1CCC(=NNc2nc3ccccc3s2)CC1
    -6%	-27%	11%	17	-3.2	14%	-1%	-4%	-8%
O=C(Nn1cnnc1)c1cc2c(s1)CCCCC2
    -9%	3%	1%	nt	0.3	-9%	-2%	-11%	8%
CC(C)C(=O)NC(NC(=S)Nc1ccc(S(N)(=O)=O)cc1)C(Cl)(Cl)Cl (configuration not stated)
    -2%	-21%	5%	2	0.2	0%	4%	4%	nt
COc1cc(NC(=O)Cc2ccccc2)ccc1NC(=O)c1ccccc1
    -16%	7%	-1%	-1	-1.4	10%	-9%	8%	7%
COc1ccccc1NS(=O)(=O)c1ccc(NC(=O)N2CCCCC2)cc1
    0%	-19%	-1%	-6	-4.0	6%	-2%	-13%	nt
CC(C)C(=O)N1CCCC1(C)C(=O)Nc1ccc2c(c1)OCO2 (configuration not stated)
    -12%	-3%	9%	-3	-0.7	-11%	0%	2%	-15%
CN(CC(=O)OCC(=O)NCC(F)(F)F)S(=O)(=O)c1ccc(Cl)cc1
    1%	5%	-7%	5	-2.5	-3%	-1%	9%	1%
COc1ccc(S(=O)(=O)CCc2nnc(NC(=O)c3ccc(F)cc3)s2)cc1
    -1%	-19%	3%	4	-2.0	2%	0%	-9%	-5%
CCNC(=O)C1(C)CCN(Cc2noc(-c3c(C)noc3C)n2)C1 (configuration not stated)
    -5%	1%	-13%	3	-0.3	-20%	1%	7%	3%
CC(=O)c1ccc(OCc2cc(C(=O)NCC3CCCCO3)no2)cc1 (configuration not stated)
    -13%	-3%	7%	0	3.0	-10%	-7%	0%[57.1 µM]	8%
CCOc1ccc(Br)cc1CNc1ccc2c(c1)OCCO2
    -2%	-17%	15%	14	0.9	1%	?	2%	16%
O=C(CCN1C(=O)C2C3C=CC(C3)C2C1=O)NCC1CCCO1 (configuration not stated)
    -3%	2%	-9%	-5	-1.6	1%	2%	-24%[57.1 µM]	-12%
Oc1ccccc1/C=N/NC(=S)NC1CC2CCC1C2 (configuration not stated)
    -1%	-26%	18%	8	-4.0	?	?	-16%	?
CCC(=O)N(C)C[C@@H]1Oc2ncc(Br)cc2C(=O)N([C@@H](C)CO)C[C@H]1C
    0%	0%	-6%	-8	-0.2	-4%	4%	0%	31%

Additional results:
The line under a structure holds: PLK1 PBD block	EPAC1 antag	EPAC1 ag	PI5P4Ka inh	IL-2 act	Abeta yeast res	aSyn rescue	WRN inhibitor	FUS yeast rescue
CC(=O)Nc1ccc([N+](=O)[O-])cn1
    -2%	4%	-7%	6	-0.3	-5%	2%	-6%	-18%
O=C(NCCNC(=O)Nc1ccc(Cl)cc1)Nc1ccc(Cl)cc1
    -2%	10%	-7%	-1	-2.4	9%	-1%	5%	nt
c1coc(-c2nc3ccccc3nc2-c2ccco2)c1
    ?	-8%	1%	nt	-2.1	-36%[inhibitor]	18%	?	13%
Nc1ccc(S(=O)(=O)Nc2nc3ccccc3o2)cc1
    ?	-12%	6%	?	0.4	18%	1%	-8%[11.6 µM]	-10%
CC(=O)c1c(C)n(-c2ccccc2)c2ccc(OCC(O)CN3CCOCC3)cc12 (configuration not stated)
    -9%	7%	7%	nt	-2.0	-10%	8%	1%	-9%
Cc1n[nH]c(C)c1CCC(=O)N/N=C/c1cccs1
    6%	5%	1%	-1	5.2	-3%	2%	-3%	10%
CN(C)c1ccc(C=NNC(=S)Nc2ccc(F)cc2)cc1
    -9%	-12%	4%	0	-0.7	?	-18%	-15%	20%
CCCN(CC1CC1)C(=O)COC(=O)c1oc2c(F)cccc2c1C
    -14%	-13%	4%	-7	-0.6	-25%	21%	-3%	30%
Cc1c(Cl)cccc1NC(=O)CNC(=O)CCCc1nc2ccccc2c(=O)[nH]1
    -4%	1%	-3%	-2	-0.5	-10%	1%	-5%	37%
CCCC(c1nnnn1Cc1ccc(OC)cc1)N1CCC(C(N)=O)CC1 (configuration not stated)
    -2%	-14%	8%	6	0.7	19%	-2%	-15%	-21%
[2H]C(CCOS(N)(=O)=O)c1ccccc1 (configuration not stated)
    -10%	-3%	-3%	7	-3.3	0%	-6%	2%	-4%
Cc1ccc(NC(=O)C(C)Oc2ccccc2)cc1S(=O)(=O)N1CCCCCC1 (configuration not stated)
    -12%	-14%	18%	1	-0.9	-8%	-1%	-6%	37%
CCNc1nc(N2CCCC2)nc(N2CCCC2)n1
    -14%	10%	-6%	-1	-3.6	-11%	0%	-2%	-3%
COc1ccc(N2C(=O)CSC2c2ccccc2[N+](=O)[O-])cc1 (configuration not stated)
    -23%	-26%	4%	12	1.9	-2%	9%	-2%	2%
C=C1C(=O)C=C[C@]2(C)C[C@@H]3OC(=O)[C@](C)(O)[C@H]3C[C@@H]12
    -14%	-6%	-3%	0	-0.8	-29%	-1%	-2%	-14%

(more compounds)
The line under a structure holds: PLK1 PBD block	EPAC1 antag	EPAC1 ag	PI5P4Ka inh	IL-2 act	Abeta yeast res	aSyn rescue	WRN inhibitor	FUS yeast rescue
CC(C(=O)O)n1cnc2sc3c(c2c1=O)CCCC3 (configuration not stated)
    -5%	7%	0%	-1	-0.1	-4%	-10%	4%	-13%
CC(=O)c1c(N2CCN(C(=O)C3CCCO3)CC2)nc(=S)n(-c2ccccc2)c1C (configuration not stated)
    -14%	9%	8%	nt	-1.1	-14%	10%	4%	20%
O=C(NC1CCCC1)C(c1ccccc1F)N(C(=O)c1ccco1)C1CCCC1 (configuration not stated)
    -8%	-4%	-2%	3	0.0	11%	8%	-2%	24%
Nc1nonc1-c1nc2ccccc2n1CC(=O)N/N=C/c1ccc(-c2cccc(C(=O)O)c2)o1
    ?	-15%	-3%	-60*	-1.3	3%	1%	40µM*	28%
Cc1cccc(N2CCN(C(=O)c3cc4c(=O)[nH]c5ccccc5c4n3C)CC2)c1C
    -11%	13%	9%	-6	-0.1	-7%	8%	1%	-5%
COc1ccc(CCNC(=O)COC(=O)C2CCCCC2)cc1
    6%	3%	-5%	-2	0.8	-31%[inhibitor]	-16%	9%	nt
COC(=O)c1cn(NC(=O)c2cccc(N(C)C)c2)c(=O)c2ccccc12
    -2%	1%	7%	-8	-0.4	-12%	-10%	-8%	?
CCCCCC(=O)NNC(=S)NC(=O)c1cccc([N+](=O)[O-])c1
    15µM*	-7%	-9%	-29	-0.2	?	16µM*	-2%	nt
COc1ccc(N2CCN(C(=S)Nc3cccc(C)c3C)CC2)cc1
    -10%	-7%	5%	nt	-2.4	5%	-4%	-3%	-26%
CCN(CC)S(=O)(=O)c1cccc(NC(=O)COC(=O)c2n[nH]c(=O)c3ccccc23)c1
    -1%	?	8%	0	-0.9	11%	5%	-9%	23%
COc1ccc(/C=N/n2c(N)nc(-c3ccccc3)c2-c2ccccc2)cc1
    -1%	-21%	9%	0	-2.4	2%[9.22 µM]	-7%	-14%	-3%
